# KCC2 mod = KCC2 cotransporter modulators, thallium flux, primary screen, cell-based, HEK293 KCC2, FluoZin-2 fluorescence, MLSMR | Solute carrier family 12 member 5 (Homo sapiens), Q9H2X9 | KCC2 cells, thallium flux FluoZin-2 fluorescence | B-score of Tl+ flux slope (higher = more flux/activation; lower = inhibition) at 10 µM | actives 2.2% (n = 190,000);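 active = thallium flux slope and its plate-corrected score both differing from the plate sample mean at a set confidence after two filtering rounds, in either direction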;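 also: slope of fluorescence scaled to starting intensity during 10 to 20 s after thallium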
# Target sequence (Q9H2X9 whole entry, looked up): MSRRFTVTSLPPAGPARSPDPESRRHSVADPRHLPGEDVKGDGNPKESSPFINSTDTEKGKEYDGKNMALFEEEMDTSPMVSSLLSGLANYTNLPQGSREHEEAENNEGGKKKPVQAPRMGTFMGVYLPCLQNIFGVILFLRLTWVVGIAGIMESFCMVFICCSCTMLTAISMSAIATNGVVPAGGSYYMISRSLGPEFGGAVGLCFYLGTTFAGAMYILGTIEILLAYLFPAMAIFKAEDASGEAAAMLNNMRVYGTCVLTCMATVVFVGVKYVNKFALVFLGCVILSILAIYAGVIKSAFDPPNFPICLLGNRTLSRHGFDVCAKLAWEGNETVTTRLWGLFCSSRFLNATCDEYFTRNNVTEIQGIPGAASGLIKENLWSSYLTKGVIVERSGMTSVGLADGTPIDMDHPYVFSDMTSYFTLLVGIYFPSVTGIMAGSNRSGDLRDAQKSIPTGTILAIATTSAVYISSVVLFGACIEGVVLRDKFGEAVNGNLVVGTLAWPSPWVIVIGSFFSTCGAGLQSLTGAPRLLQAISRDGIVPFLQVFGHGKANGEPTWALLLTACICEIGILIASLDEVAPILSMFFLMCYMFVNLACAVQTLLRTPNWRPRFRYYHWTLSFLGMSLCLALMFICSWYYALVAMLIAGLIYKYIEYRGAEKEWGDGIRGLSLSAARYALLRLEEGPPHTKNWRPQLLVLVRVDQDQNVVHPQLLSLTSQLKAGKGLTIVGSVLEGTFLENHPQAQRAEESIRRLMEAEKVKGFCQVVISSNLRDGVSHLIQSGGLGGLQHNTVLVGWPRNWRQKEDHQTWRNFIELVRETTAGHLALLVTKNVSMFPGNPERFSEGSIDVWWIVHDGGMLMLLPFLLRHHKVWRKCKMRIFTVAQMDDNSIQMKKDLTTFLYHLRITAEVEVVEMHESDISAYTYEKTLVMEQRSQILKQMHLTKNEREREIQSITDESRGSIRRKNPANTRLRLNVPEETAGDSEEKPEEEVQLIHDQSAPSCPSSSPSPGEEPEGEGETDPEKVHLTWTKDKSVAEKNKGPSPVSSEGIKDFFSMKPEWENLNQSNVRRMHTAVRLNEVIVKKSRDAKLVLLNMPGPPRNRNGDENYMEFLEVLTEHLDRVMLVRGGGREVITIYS
# p97 inhibitor = inhibitors of human p97 ATPase, primary screen, biochemical; actives 0.42% (n = 220,000); AID 1481, 2009; Transitional endoplasmic reticulum ATPase (Homo sapiens), P55072; inhibition, % at 8 µM; recombinant p97 ATPase, Kinase-Glo ATP luminescence, 3 h; in the data active = inhibition above about 15%;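 also: 0% = DMSO vehicle and 100% = wells lacking enzyme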
# hK5 inh = human KLK5 protease inhibitors, primary screen, biochemical, 1536-well. recombinant hK5, fluorogenic AMC substrate cleavage. inhibition, % at 5 µM. actives 0.59% (n = 210,000). AID 873, 2007;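 active = inhibition of 40% or more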;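 also: 0% = enzyme controls without compound and 100% = no-enzyme blanks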
# FXIa inh = human FXIa protease inhibitors, primary screen, biochemical, 1536-well; purified FXIa, Boc-Glu-Ala-Arg-AMC fluorogenic substrate; inhibition, % at 5 µM; actives 0.14% (n = 220,000);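 active = inhibition of at least 40%; inactive = inhibition below 40%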;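 also: fluorescence of freed AMC excited at 355 nm; 0% = enzyme without compound and 100% = no enzyme blank; many of its hits are not listed in these tables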
# FXIIa inh = human FXIIa protease inhibitors, primary screen, biochemical, 1536-well; Coagulation factor XII (Homo sapiens), P00748; purified FXIIa, Boc-QGR-AMC fluorogenic substrate, 2 h; inhibition, % at 5 µM; actives 0.3% (n = 220,000); in the data active = inhibition above about 40%;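 also: 0% = enzyme with no compound and 100% = blank without enzyme; many of its hits are not listed in these tables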
# PERK inhibitor = block of dimerizer-induced PERK translation repression, primary screen, PERK inhibitor project, CHO PERK-DD cells, SEAP luminescence, HTS | Eukaryotic translation initiation factor 2-alpha kinase 3 (Homo sapiens), Q9NZJ5 | CHO PERK-DD fusion, SEAP luminescence translation reporter | actives 0.17% (n = 220,000) | inhibition, % at 5.6 µM;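 active = inhibition above the mean inhibition of all tested compounds plus 3 SD, set separately per screening campaign, cut at about 2.9% in these data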;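 also: PERK kinase domain activated by AP20187 dimerizer at 100 nM; 0% = DMSO with dimerizer and 100% = rapamycin at 8.4 µM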
# Wee1 degr inh = Wee1 degradation inhibitors, primary screen, cell-based, HeLa, Wee1K328M-luciferase, luminescence; HeLa Luc-Wee1K328M stability; 100% = proteasome inhibitor MG132 effect; reporter increase, % at 5 µM; actives 1.2% (n = 220,000); AID 1321, 2008;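 active = activation above the mean of all tested compounds plus 3 SD, set per screening run, cut at about 8.8% in these data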;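 also: cells exposed to compound for 20 h before luminescence read; 0% = DMSO alone and 100% = MG132 at 30 µM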
# Thrombin inh = human alpha-thrombin inhibitors, primary screen, counter-screen for coagulation protease inhibitor project, biochemical, 1536-well, fluorogenic AMC substrate. Boc-VPR-AMC fluorogenic substrate cleavage. inhibition, % at 5 µM. actives 0.26% (n = 220,000);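 active = inhibition at or above 40%; inactive = inhibition below 40%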;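 also: 0% = enzyme with no compound and 100% = wells without enzyme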
#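 Assay system: human alpha-thrombin enzyme. Reagent: Boc-VPR-AMC substrate, 15 µM final. Compound dosing: one concentration per compound, 5 µM, with 0.2% DMSO. Incubation: room-temperature reaction. Technique: AMC fluorescence, 355/460 nm. Measure: % inhibition relative to enzyme controls and enzyme-free blanks.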
# Furin inhibitor = human furin inhibitors, primary screen, biochemical, fluorescence intensity; inhibition, % at 30 µM; actives 0.061% (n = 220,000); purified furin, fluorogenic substrate cleavage; P09958; AID 463115, 2010; in the data active = inhibition above about 25%; also: inactives centre near -15
# An asterisk follows results filed as active; x = no result given; [ ] = remark or other dose.
SMILES,KCC2 mod,p97 inhibitor,hK5 inh,FXIa inh,FXIIa inh,PERK inhibitor,Wee1 degr inh,Thrombin inh,Furin inhibitor
O=c1[nH][nH]c(=O)n1-c1ccccc1,-1.4,4,x,4,17,0.7,-3,3,-14
CCOC(=O)c1ccc(N/C=C/C(=O)C(C)(C)C)cc1,0.0044,-3,-1,-4,3,0.2,0,2,-1
Nc1nnc(SCc2ccccc2)n1-c1ccccc1,-0.98,0,-8,-3,10,1.0,0,-4,-20[20 µM]
OC[C@H]1O[C@@H](n2cnc3c(NC4CCCC4)ncnc32)[C@H](O)[C@@H]1O,-0.068,4,0,15,11,0.9,0,0,-16
C/C(=N\NC(=O)c1c(Br)cnn1C)c1ccc(NC(=O)c2ccc(F)cc2)cc1,0.43,4,-1,-1,8,0.8,0,-2,-19
O=C(CN1C(=O)C2CC=CCC2C1=O)NCC1COc2ccccc2O1 (stereo unspecified),-0.015,7,-5,3,6,0.8,-2,-2,-21[20 µM]
COc1ccc(NC(=O)C2CCN(S(=O)(=O)c3ccc(C)cc3)CC2)cc1OC,x,0,0,1,2,-1.2,1,-3,-38
CC(C)NC(=O)COC(=O)c1cc(Br)ccc1Cl,0.4,-3,-16,5,6,0.8,-1,-4,-8
Cc1ccc(-n2c(SCCN)nnc2-c2cccc(C)c2)cc1,0.16,1,-3,-4,-2,0.8,-1,-7,-15
O=[N+]([O-])c1ccc(O)c(/C=N\N=C2c3ccccc3-c3ccccc32)c1,-1.1,-4,1,-5,8,-0.1,1,-8,-11
CCCCn1c(CNC(=O)C(C)(C)C)nc2ccccc21,0.13,-1,6,16,12,1.1,3,-2,-12
CCOC(=O)C1CCCN(Cc2ccc(OCC)cc2)C1 (stereo unspecified),-0.16,-1,-20,7,-1,-0.9,-2,-5,-17[20 µM]
O=C(CNC(=O)c1ccccc1)OCc1cccc(Br)c1,-0.83,1,-3,-5,4,-0.1,3,-3,-8
CCOc1ccc(C(=O)Nc2c3c(nn2-c2ccc(C)cc2)CS(=O)C3)cc1OCC (stereo unspecified),1.6,-7,-18,0,11,-0.8,-1,-3,-14
Clc1ccc(Nc2nc(NCCN3CCOCC3)nc(N3CCOCC3)n2)cc1,1.2,5,-4,-12,-15,0.1,-2,-7,-12
Fc1ccccc1NC(=S)NCc1ccc2c(c1)OCO2,0.66,9,-9,8,15,0.5,1,1,-20
CC(C)CCNC(=O)c1onc(CSc2ccc(Cl)cc2)c1C(=O)NCCC(C)C,-0.64,x,-2,0,11,x,x,1,-20
CCS(=O)(=O)C(=C(Nc1ccc(OC)cc1)Nc1ccc(OC)cc1)S(=O)(=O)CC,-1,0,7,3,14,-0.1,-1,6,-26
O=C(O)c1cc(Br)ccc1NN=C1CCCCC1,0.57,-3,-9,-4,9,0.5,-2,-11,-19
Cc1ccc(O)c(-c2cc(C(=O)Nc3ccc(S(=O)(=O)N4CC(C)OC(C)C4)cc3)[nH]n2)c1 (stereo unspecified),0.9,-8,-11,-2,5,-1.0,-1,-7,-15[20 µM]
COc1ccc(-n2cc(-c3ccccc3)c3c(N4CCN(CCO)CC4)ncnc32)cc1,0.016,2,0,6,19,-0.4,1,3,-16[20 µM]
Nc1cccc2c1C(=O)N(C(=O)c1cccc(S(=O)(=O)N3CCCC3)c1)C2=O,-0.65,-4,-22,11,20,0.1,1,6,2[20 µM]
COCCn1c(N)c(C(=O)NCc2cccs2)c2nc3ccccc3nc21,-0.39,-1,-97,6,5,-1.3,-1,-6,-19
NC(=O)Cn1cnc(-c2ccccc2)c1,-0.55,6,-23,0,8,1.1,-1,-3,-16
CCOCc1c(C(=O)OCC(=O)/C(C#N)=C(\C)N)oc2ccccc12,-0.47,2,0,-1,5,0.8,-2,-1,-15
CSCC[C@H](NC(=O)Nc1ccc(C)cc1C)C(=O)O,x,0,-1,-1,-10,-0.3,-1,-4,-7
COC(=O)c1sc(NC(=O)c2cnccn2)c(C(=O)OC)c1C,0.35,-1,x,x,x,-1.4,0,x,-4[20 µM]
CCOc1ccc(OCC)c(NC(=O)CSc2nnc(Cn3cnc4ccccc43)n2C)c1,-0.53,-4,-25,0,4,-1.2,0,-7,-4
CCC(C)NC(=O)Cc1ccc(-c2ccccc2)cc1 (stereo unspecified),-1.6,6,-2,3,11,0.9,2,-7,-14
COc1ccc(CNC(=O)N[C@H](C(=O)O)C(C)C)cc1OC,2.2,6,3,0,3,1.0,3,-3,-25
CC(C)C(=O)NCc1cc(-c2ccc(Cl)cc2)no1,-0.011,0,-9,-2,4,0.1,4,-1,2
CN(C)c1nccc(NCc2ccccc2)c1C#N,-0.3,-1,3,0,11,-0.2,0,-6,-14
CCOc1ccc(C2C=C(c3ccc(C)cc3)Nc3ncnn32)cc1 (stereo unspecified),x,-7,-68,1,8,-0.6,0,-5,-15
CCOc1ccc(Br)cc1CN(CC)CC,-1.3,-1,21,7,18,0.1,-2,8,4
COc1ccc(C2(C(=O)N3CCCC3)CCOCC2)cc1OC,0.32,2,14,2,12,0.3,-1,-1,-21
O=c1c2ccccc2[nH]c(=S)n1CCN1CCCC1,0.61,0,-18,10,-2,1.4,-1,2,-21
FC(F)Oc1ccc(-n2cc(-c3ccccc3)[n+]3c2CCCCC3)cc1,-0.098,1,6,5,12,1.6,0,1,-8
CCOC(=O)C1(C(F)(F)F)N=C(C(F)(F)F)Nc2ccccc21 (stereo unspecified),x,1,-15,6,12,0.1,1,-3,-25[20 µM]
COCCN(C(=S)Nc1ccc(OC)c(Cl)c1)C1CCN(C(C)C)CC1,0.16,-1,-21,12,3,1.0,-1,-1,-20
Fc1ccc(COc2ccc(Br)cc2CNCC2CCCO2)cc1 (stereo unspecified),-0.68,-1,-7,-6,3,0.0,4,-2,-10
CCC(=O)Nc1ccc(C(=O)Nc2ccc3c(c2)C(=O)N(CC2CCCO2)C3=O)cc1 (stereo unspecified),-0.78,-1,-40,-4,6,-0.2,0,1,-11[20 µM]
CC12CCC(C(=O)Nc3ccc4c(c3)OCCO4)(OC1=O)C2(C)C (stereo unspecified),x,1,-12,-8,2,0.5,-2,-1,-20[20 µM]
COc1cc(NS(=O)(=O)c2ccc(N/C=C(\C=O)c3nc4ccccc4o3)cc2)nc(OC)n1,-1.7,10,-2,2,8,-0.8,0,-6,-6
COc1ccc(CCNc2nc(=S)[nH]c3cc(OC)c(OC)cc23)cc1OC,0.1,-2,5,0,5,-1.1,-3,-10,-14
CC(Sc1nc2ccccc2n1C)C(=O)NC(c1ccccc1)c1ccccc1 (stereo unspecified),0.16,-10,0,5,10,-1.1,1,2,-10[20 µM]
Cc1nc(NC(=O)c2ccccc2)sc1-c1csc(Nc2ccc(Cl)cc2)n1,x,0,10,-5,6,-0.2,-1,-2,-7
O=C(COc1cccc2ccccc12)NNC(=O)c1cnccn1,-0.2,4,-11,2,8,2.3,0,-2,-36
Cc1noc(C)c1COC(=O)CNC(=O)c1ccc(Cl)cc1,0.47,-4,-1,-5,6,-0.6,2,9,-15
CC12/C(=N/O)C3C4CC5C3/C(=N/O)C1C5C42 (stereo unspecified),-0.41,-2,6,10,23,0.0,8,3,-29
COCCOC(=O)C1=C(C)NC(=O)NC1c1ccc(Cl)cc1 (stereo unspecified),x,-3,4,-1,7,0.7,-1,2,-17
Cc1cc(NC(=O)c2nn3cccnc3c2Cl)no1,0.39,2,5,2,13,-0.1,0,0,-12[20 µM]
O=C(Oc1c(Cl)cc(Cl)c2cccnc12)N1CCCCC1,x,-6,4,5,6,-0.1,-1,-6,-5[20 µM]
CCOC(=O)C1=C(N)n2c(s/c(=C\c3ccncc3)c2=O)=C(C(=O)OCC)C1c1ccncc1 (stereo unspecified),x,2,5,2,10,0.5,0,-7,-7
Cc1cc(Br)ccc1NC(=O)CN1C(=S)NC(C)(C)CC1C (stereo unspecified),-0.7,-1,-2,0,13,1.4,-2,0,-21
COc1ccc(NC(=S)N(CCN2CCCCC2)Cc2ccco2)cc1,-0.025,2,3,-5,0,-0.1,0,-13,-30
CC(C)(C)C(=O)Nc1nc2c(s1)CN(Cc1ccccc1)CC2,0.00075,3,34,29,25,-1.0,1,12,-6
CC(=O)N=c1c(C#N)cc2c(=O)n3cccc(C)c3nc2n1CCCOC(C)C,0.17,8,-5,-4,-9,-1.0,-3,-11,-79
CC(=O)NC(CC(=O)c1ccc([N+](=O)[O-])cc1)C(Cl)(Cl)Cl (stereo unspecified),0.48,2,-4,-5,6,0.3,4,-2,-23

# In the list so far, seven have bromine:
SMILES,KCC2 mod,p97 inhibitor,hK5 inh,FXIa inh,FXIIa inh,PERK inhibitor,Wee1 degr inh,Thrombin inh,Furin inhibitor
C/C(=N\NC(=O)c1c(Br)cnn1C)c1ccc(NC(=O)c2ccc(F)cc2)cc1,0.43,4,-1,-1,8,0.8,0,-2,-19
CC(C)NC(=O)COC(=O)c1cc(Br)ccc1Cl,0.4,-3,-16,5,6,0.8,-1,-4,-8
O=C(CNC(=O)c1ccccc1)OCc1cccc(Br)c1,-0.83,1,-3,-5,4,-0.1,3,-3,-8
O=C(O)c1cc(Br)ccc1NN=C1CCCCC1,0.57,-3,-9,-4,9,0.5,-2,-11,-19
CCOc1ccc(Br)cc1CN(CC)CC,-1.3,-1,21,7,18,0.1,-2,8,4
Fc1ccc(COc2ccc(Br)cc2CNCC2CCCO2)cc1 (stereo unspecified),-0.68,-1,-7,-6,3,0.0,4,-2,-10
Cc1cc(Br)ccc1NC(=O)CN1C(=S)NC(C)(C)CC1C (stereo unspecified),-0.7,-1,-2,0,13,1.4,-2,0,-21

# Screening data from PubChem BioAssay.
